FBW7 activator: activators of human E3 ligase FBW7. 0.13% of 650,000 active. AlphaScreen FBW7–phospho-cyclin E peptide binding, activator screen. normalized activity (activation), % at 26.1 µM; in the data active means normalized activity above about 1.9%;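 further: purified mutant Fbw7 with reduced substrate affinity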
GPR151 ag: activates the human receptor GPR151 | PathHunter beta-arrestin GPR151 cells, luminescence | activation, % at 11.2 µM | 1% of 650,000 active | AID 1508602; in the data active means activation above about 4.9%;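 further: 0% = median of compound wells and 100% = cells with positive control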
Target sequence (Q8TDV0 whole entry, looked up): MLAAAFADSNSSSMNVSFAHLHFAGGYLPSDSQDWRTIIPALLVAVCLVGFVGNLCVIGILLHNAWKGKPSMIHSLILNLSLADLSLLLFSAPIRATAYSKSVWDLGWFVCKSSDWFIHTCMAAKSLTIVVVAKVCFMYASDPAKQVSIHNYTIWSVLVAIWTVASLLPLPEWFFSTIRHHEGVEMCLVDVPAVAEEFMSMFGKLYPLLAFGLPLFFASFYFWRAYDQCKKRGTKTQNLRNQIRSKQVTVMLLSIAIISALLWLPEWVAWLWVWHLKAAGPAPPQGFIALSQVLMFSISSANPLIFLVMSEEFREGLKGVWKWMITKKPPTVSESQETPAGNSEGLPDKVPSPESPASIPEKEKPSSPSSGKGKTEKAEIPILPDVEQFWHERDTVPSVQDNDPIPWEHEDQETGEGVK
MITF primary: blocks human microphthalmia-associated transcription factor; AID 1259374; AlphaScreen MITF homodimerization, bead proximity signal; 0.91% of 650,000 active; O75030; inhibition, % at 2.6 µM; in the data active means inhibition above about 50%;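 further: 0% = vehicle wells with protein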
Target sequence (O75030 whole entry, looked up): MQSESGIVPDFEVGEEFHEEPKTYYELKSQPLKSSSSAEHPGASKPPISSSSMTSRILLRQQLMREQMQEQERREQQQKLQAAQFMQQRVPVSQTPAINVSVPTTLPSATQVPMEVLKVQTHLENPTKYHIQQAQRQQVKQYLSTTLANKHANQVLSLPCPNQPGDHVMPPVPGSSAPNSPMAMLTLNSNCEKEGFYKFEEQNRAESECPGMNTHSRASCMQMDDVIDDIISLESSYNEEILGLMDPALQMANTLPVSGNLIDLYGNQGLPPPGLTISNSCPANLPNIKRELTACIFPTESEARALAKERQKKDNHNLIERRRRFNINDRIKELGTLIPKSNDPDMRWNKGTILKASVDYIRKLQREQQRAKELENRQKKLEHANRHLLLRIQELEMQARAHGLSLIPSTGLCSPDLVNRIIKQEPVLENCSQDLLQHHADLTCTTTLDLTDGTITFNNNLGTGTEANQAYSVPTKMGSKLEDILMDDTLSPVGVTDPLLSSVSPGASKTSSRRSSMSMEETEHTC
TEAD-YAP block: TEAD-YAP interaction inhibition; HEK-TIYL cells, TEAD-Gal4/YAP UAS-luciferase luminescence; inhibition, % at 9.12 µM; 1.4% of 640,000 active; in the data active means inhibition above about 32%;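 further: 0% = median of test compound wells and 100% = reference inhibitor wells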
Numbers without * were called inactive; / = not tested or not shown.

SMILES	FBW7 activator	GPR151 ag	MITF primary	TEAD-YAP block
O=C(Nc1ccc(Cl)cc1)c1cccc(C(=O)Nc2ccc(Cl)cc2)c1	-0.1	0.0	-5	-4
Nc1ccc(C2=Nc3cccc4cccc(c34)N2)cc1	-0.6	-0.9	8	0
CC(=O)NC(N1CCCCC1)C(F)(F)C(F)(F)C(F)(F)C(F)F (stereo unspecified)	-0.2	0.0	1	8
CCCCCCOc1ccc(N2C(=O)CC(N3CCN(C/C=C/c4ccccc4)CC3)C2=O)cc1 (stereo unspecified)	0.5	-1.6	18	6
Cc1nn(C)cc1CNC(=O)C1CC(=O)c2sc(NC(=O)c3ccccc3)nc2C1 (stereo unspecified)	-0.1	0.8	-10	-6
C=CCSC1=C(C#N)C(c2cccc3ccccc23)CC(=O)N1 (stereo unspecified)	-0.1	0.4	3	-1
Cc1ccnc(SC2CC(=O)N(c3ccc([N+](=O)[O-])cc3)C2=O)n1 (stereo unspecified)	-0.1	-1.0	-19	0
COCCN1C(=O)C(C)Sc2cc(C)ccc21 (stereo unspecified)	-0.2	-0.6	-2	2
CN1CCCC(OC(=O)c2ccc(Cl)cc2Cl)C1 (stereo unspecified)	0.0	-0.3	1	-3
O=C(NCc1noc2ccccc12)NC1CC1	-0.2	-0.5	-2	0
O=C(O)c1ccc(S(=O)(=O)N2CCCCCCC2)cc1	0.1	0.2	-2	2
CN(C(=O)c1ccc(-c2nn(C)c(=O)c3ccccc23)cc1)C1CCCCC1	-0.1	0.1	3	15
CN(CC(=O)Nc1ccc2c(c1)OCCO2)S(=O)(=O)c1ccc2c(c1)CCC(=O)N2	0.1	0.6	11	6
COc1cccc(-c2noc(CC(C)(C)C)n2)c1	0.0	-0.3	-7	0
CCOC(=O)C1=C(C)N=c2s/c(=C/c3ccccc3OC(C)=O)c(=O)n2C1c1ccc(OC)c(OC)c1 (stereo unspecified)	0.8	-0.1	6	1
COc1ccc(N2C(=O)c3ccc(Oc4ccc(NC(=O)CSc5ccc(Cl)cc5)cc4)cc3C2=O)cc1	0.1	-0.9	4	5
CC(C)Cn1c(N)c(C(=O)COC(=O)c2ccc(F)cc2F)c(=O)n(C)c1=O	0.0	-0.8	2	0
CC(C)(C)c1ccc(C(=O)NC(Cc2c[nH]c3ccccc23)C(=O)OCC(=O)c2ccc(Br)cc2)cc1 (stereo unspecified)	-0.1	-0.3	-4	-11
COc1ccc(C(C)=O)cc1COC(=O)c1cccc2ccccc12	0.1	3.0	4	-2
O=C(N/C(=C\c1ccc(Br)cc1)C(=O)N1CCOCC1)c1ccco1	-0.3	0.4	-6	3
CCOc1ccc(NC2=NS(=O)(=O)c3cc(C(=O)OC)c(Cl)cc3S2)cc1	0.2	1.7	-8	3
O=C(NCc1nc(N2CCCC2)c2cc(Cl)ccc2n1)c1cc(-c2ccccc2)no1	0.2	1.7	3	7
O=C(/C=C/c1ccccc1)Nc1ccc(Cl)c([N+](=O)[O-])c1	-0.1	0.4	6	-25
C=CCNC(=O)CC(=O)N/N=C/c1cccc(OC)c1OC	0.1	0.4	10	3
CCOC(=O)c1oc2ccccc2c1N	-0.1	-3.5	-9	-30
NC(=O)C1(N2CCCCC2)CCN(C(=O)Nc2ccc(Br)cc2)CC1	-0.1	0.9	6	2
O=Cc1ccc(C(=O)OCc2ccc(Br)cc2)cc1	0.6	0.7	-20	-68
O=C1NC(=S)S/C1=C\c1cc2c(cc1[N+](=O)[O-])OCO2	-0.1	1.0	12	-3
COc1ccc(C)cc1S(=O)(=O)N1CCCC(C(=O)NC2CC2)C1 (stereo unspecified)	-0.1	0.9	3	5
COc1ccc(C(=O)NCc2nnc(SCC(=O)N3N=C(c4cccs4)CC3c3ccc(OC)cc3)n2-c2cccc(C)c2C)cc1 (stereo unspecified)	-0.2	0.3	-4	-24

3 entries out of the list, sorted by heavy-atom count, falling.
SMILES	FBW7 activator	GPR151 ag	MITF primary	TEAD-YAP block
CN(CC(=O)Nc1ccc2c(c1)OCCO2)S(=O)(=O)c1ccc2c(c1)CCC(=O)N2	0.1	0.6	11	6
O=C(/C=C/c1ccccc1)Nc1ccc(Cl)c([N+](=O)[O-])c1	-0.1	0.4	6	-25
CCOC(=O)c1oc2ccccc2c1N	-0.1	-3.5	-9	-30

Complete entries as entered above. Values in the order: FBW7 activator	GPR151 ag	MITF primary	TEAD-YAP block
Shown for O=C(NCc1nc(N2CCCC2)c2cc(Cl)ccc2n1)c1cc(-c2ccccc2)no1 → 0.2	1.7	3	7
Shown for COc1ccc(N2C(=O)c3ccc(Oc4ccc(NC(=O)CSc5ccc(Cl)cc5)cc4)cc3C2=O)cc1 → 0.1	-0.9	4	5

Going on with the list.
SMILES	FBW7 activator	GPR151 ag	MITF primary	TEAD-YAP block
CCc1ccccc1N(CC(=O)NCCSCc1ccc(Cl)cc1)S(C)(=O)=O	-0.1	0.9	-17	13
COC(=O)C1=C(C)OC(N)=C(C#N)C1c1cccc(Cl)c1 (stereo unspecified)	0.0	-0.8	5	8
O=C(c1ccc2c(c1)C(=O)N(c1ccccn1)C2=O)N1CCCc2ccccc21	-0.3	0.1	1	6
COc1cc(/C=C2/C(=N)N3C(c4ccccc4)=CSC3=NC2=O)ccc1OCCOc1ccccc1C	-0.2	-0.7	-11	-7
COC(=O)c1cc(OC)c(OC)cc1N	-0.1	-0.6	6	-2
COc1ccc(-c2ncc(CN3CCC(CO)(CC4CCCCO4)CC3)cn2)cc1 (stereo unspecified)	-0.2	-2.3	0	-8
CC#CCC(C)[C@H](O)/C=C/[C@@H]1[C@H]2C/C(=C\CCCC(=O)O)C[C@H]2C[C@H]1O (stereo partly specified)	/	2.5	3	/
CC1(C)Cc2cccc(OCC(=O)O)c2O1	-0.1	-0.3	-15	-12
COc1ccc(CCNC(=O)CCn2c(SCC(=O)Nc3ccccc3C(F)(F)F)nc3ccccc3c2=O)cc1OC	0.1	-0.9	8	8
Cc1nc(N2CCCCC2)c2c(C)c(C(=O)Nc3ccc(F)cc3)sc2n1	0.0	1.4	4	-5
O=C(O)CCNc1ccccc1C(=O)O	0.3	-0.8	15	3
O=C(NCc1ccccc1)c1cc2nc(-c3cccs3)cc(C(F)(F)F)n2n1	-0.1	-1.7	6	5
CC(C)c1ccc(CNc2cc(N3CCN(S(=O)(=O)c4ccccc4)CC3)ccc2[N+](=O)[O-])cc1	-0.1	1.7	2	-5
O=C(c1ccccc1Cl)N1CCN=C1SCc1cccnc1	-0.1	0.0	-2	-13
CCOC(=O)C1C(=O)CC(C)(O)C(C(=O)OCC)C1c1ccc(CC)cc1 (stereo unspecified)	0.1	0.8	6	5
CCOC(=O)C1C(=O)NC(N2CCc3ccccc32)=NC1c1ccccc1 (stereo unspecified)	0.0	0.1	-11	5
Cc1cc(Br)ccc1OCCCN1CCNCC1	0.2	-2.9	29	-6
COc1ccc(C(=O)NNC(N)=S)cc1	-0.1	0.9	-3	4
O=C(NCCOc1ccccc1)c1cccc(N2CCN(c3ccccn3)CC2)n1	0.0	0.8	1	4
CCSc1nc2sc3c(c2c(=O)n1-c1cccc(C)c1)CCc1ccccc1-3	0.0	-0.4	6	-1
COc1ccc(C(=O)NC(C)(C)CO)cc1	-0.1	-1.1	-2	0
CCOC(=O)N1CCN(C(=O)c2ccc(CNc3nc(=S)[nH]c4ccccc34)cc2)CC1	0.1	-1.6	8	25
O=C(NCc1ccco1)C1CCC(C(=O)NCc2ccco2)CC1 (stereo unspecified)	0.7	-1.1	15	3
Cn1c(C2COc3ccccc3O2)nc2ccc(-c3ccncc3)cc21 (stereo unspecified)	0.1	0.2	20	-29
O=C(Nc1ccc2[nH]ncc2c1)c1cnccc1O[C@@H]1CCN(Cc2ccccc2)C1	0.0	0.1	26	-1
COCCNC(=O)/C(C#N)=C/c1cc(C)n(-c2ccc(I)cc2)c1C	0.0	2.1	-1	-7
COCCNC(=O)/C(C#N)=C/c1c(Oc2ccccc2)nc2c(C)cccn2c1=O	0.0	-0.6	0	8
CN(C)CCCNC(=O)C(=O)NCC1OCCN1S(=O)(=O)c1ccc([N+](=O)[O-])cc1 (stereo unspecified)	0.1	2.3	4	3
CCONC(=O)c1cnc2sc(C)cn2c1=O	0.8	-1.7	2	11
CC1=C(C(=O)Nc2ccccc2)C(c2cccnc2)n2nc(CCCO)nc2N1 (stereo unspecified)	0.3	-1.5	21	4

Continued; the last four above are carried over.
SMILES	FBW7 activator	GPR151 ag	MITF primary	TEAD-YAP block
COCCNC(=O)/C(C#N)=C/c1c(Oc2ccccc2)nc2c(C)cccn2c1=O	0.0	-0.6	0	8
CN(C)CCCNC(=O)C(=O)NCC1OCCN1S(=O)(=O)c1ccc([N+](=O)[O-])cc1 (stereo unspecified)	0.1	2.3	4	3
CCONC(=O)c1cnc2sc(C)cn2c1=O	0.8	-1.7	2	11
CC1=C(C(=O)Nc2ccccc2)C(c2cccnc2)n2nc(CCCO)nc2N1 (stereo unspecified)	0.3	-1.5	21	4
O=C(OCCN1CCOCC1)c1ccc2c(c1)OCCO2	0.0	0.0	0	-43
CCN(CCCN1C(=O)C2C(C(=O)Nc3ccc(C)c(Cl)c3)C3C=CC2(O3)C1C(=O)NC1CCCCC1)Cc1ccccc1 (stereo unspecified)	0.6	0.2	7	12
Cc1cc2[nH]c(=O)c(=O)[nH]c2cc1S(=O)(=O)N1CCc2ccccc2C1	-0.2	-0.3	-2	0
Cc1cccc(NC(=O)CSc2nc3c(c(-c4ccco4)c2C#N)CCCC3)c1	-0.1	1.6	4	16
COc1cc2c(cc1OC)n(CC(=O)NCc1ccccc1F)n1c(C)cc(=O)nc21	-0.2	-0.3	-3	0
CCC(=Nc1ccc(N)cc1)C1=C(O)C(C(=O)OC)C(C)(C)CC1=O (stereo unspecified)	-0.2	-1.6	37	-6
CCN1C(=O)C2(C(C#N)=C(N)Oc3n[nH]c(-c4ccncc4)c32)c2ccccc21 (stereo unspecified)	0.2	-1.4	10	-6
CCSc1nnc2c(n1)[nH]c1ccccc12	0.0	1.1	-10	-62
O=C(/C=C/c1ccc2c(c1)OCO2)N1CCN(C2=NN=C(c3ccccc3)CS2)CC1	-0.6	-0.8	-2	-12
CCOc1ccc(C(=O)COC(=O)c2cc([N+](=O)[O-])ccc2NCCO)cc1	0.0	-0.3	3	3
COC(=O)C1CCCCN1Cc1nc(N2CCSCC2)c2cc(C)ccc2n1 (stereo unspecified)	0.1	-1.6	8	-1
COc1ccc(N(CCC#N)S(=O)(=O)c2cccc3nsnc23)cc1	-0.1	-1.3	-2	-4
O=C(Nc1cccc2ccccc12)c1nn2c(c1Br)NC(c1ccccc1)CC2C(F)(F)F (stereo unspecified)	0.0	-0.9	4	4
CCCOc1ccc(/C(O)=C2/C(=O)C(=O)N(Cc3cccnc3)C2c2ccc(Br)cc2)cc1C (stereo unspecified)	-0.1	0.3	-5	-5
CC1=Nc2cc(C(=O)NCCCOC(C)C)ccc2Sc2ccccc21	0.2	1.1	-2	38*
CC1CCCC(C)N1C(=O)COC(=O)c1cc(Cl)cc(Cl)c1 (stereo unspecified)	0.0	1.1	1	5
CCOC(=O)c1c(NC(=O)c2cnn3c(C(F)(F)F)cc(-c4ccccc4)nc23)sc(C)c1C	0.0	-0.7	-2	-3
Cc1nc(N2CCC(C)CC2)c2c(C)c(C(=O)Nc3nc4c(C)cccc4s3)sc2n1	-0.1	0.8	9	13
Cc1ccc(NC(=O)CN2C(=O)CSCC2=O)cc1	0.6	-0.1	16	20
CCOC(=O)c1ccc(Nc2nc(CC(C)=O)ns2)cc1	-0.1	2.4	6	-48
Cc1ccc(C2/C(=C(/O)c3ccc(Br)cc3)C(=O)C(=O)N2Cc2ccco2)o1 (stereo unspecified)	0.0	0.8	25	2
CC(C)NC(=O)CN(C)c1nnc(N2CCCC2=O)s1	0.0	-0.6	-1	1
Cc1ccc(/C=C2\SC(=Nc3cc(C)cc(C)c3)NC2=O)cc1	0.3	0.3	-4	2
CCOC(=O)C(NC(=O)OCc1ccccc1)(NN1CCN(C)CC1)C(F)(F)F (stereo unspecified)	-0.2	-0.7	-15	-1
CC(=O)Nc1ccc(C(=O)CSc2nccc(=O)[nH]2)cc1	0.0	-1.9	-4	-6
Cc1cccc(CN2CCc3nnc(C(CC(C)C)NC(=O)c4ccco4)n3CC2)c1 (stereo unspecified)	-0.1	1.9	14	-7
CCc1ccccc1NS(=O)(=O)c1ccc2[nH]cc(C(=O)N3CCCCC3)c(=O)c2c1	0.0	0.0	-5	-2
N#C/C(=C\c1coc2ccccc2c1=O)C(N)=S	0.2	-1.4	14	3
Cc1nc2ccccc2n1CC(=O)N/N=C\c1ccc(O)cc1O	-0.8	-0.9	28	13
CCOC(=O)C1=C(O)/C(=C/c2cccnc2)SC1=Nc1ccc(Cl)cc1	0.0	-0.4	7	9

Looked up above:
Under MITF primary, O=C(/C=C/c1ccccc1)Nc1ccc(Cl)c([N+](=O)[O-])c1 is entered as 6
Under TEAD-YAP block, Nc1ccc(C2=Nc3cccc4cccc(c34)N2)cc1 is entered as 0

Next part:
SMILES	FBW7 activator	GPR151 ag	MITF primary	TEAD-YAP block
CN(C)CCNc1ccc(-c2cccnc2)cn1	-0.2	-0.3	13	-3
CNc1cc(NC(c2ccccc2)C(F)(F)F)ncn1 (stereo unspecified)	-0.1	1.2	11	-1
CC1(C)CC(=O)C2=C(C1)OC(N)=C(C#N)C21C(=O)N(CO)c2ccccc21 (stereo unspecified)	-0.1	-0.2	-5	-2
Cc1nc2cc(C(=O)NCC3CCCO3)ccc2n1-c1ccc(F)cc1F (stereo unspecified)	0.1	-0.4	7	8
Cc1cc(C)cc(OCC(=O)Nc2ccc(C)cc2Br)c1	0.2	-1.1	6	3

Screening data as filed in PubChem.
